Cardiac RTF inh = cardiac RTF calcium desensitization | P19429+P45379 | 340,000 compounds, 0.12% hits | inhibition, % at 7.15 µM | IANBD-labeled cardiac RTF, Ca2+ fluorescence | AID 493244;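 active = inhibition above the mean inhibition of all tested compounds plus 3 SD, cut at about 17% in these data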;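 also: assay run at fixed EC70 calcium of 1.6 mM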
cardiac RTF act = cardiac RTF calcium sensitization; IANBD-labeled TnC RTF fluorescence at EC20 calcium; 0% EC20 calcium, 100% full calcium; activation, % at 7.2 µM; 340,000 compounds, 0.24% hits; AID 493008;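 active = activation above the mean over all tested compounds plus 3 SD, cut at about 30% in these data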;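 also: rise in fluorescence read as greater calcium sensitivity of cardiac thin filaments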
C-LANA FP = KSHV C-LANA DNA binding inhibition; 340,000 compounds, 0.078% hits; AID 504423; inhibition, % at 9 µM; MBP-C-LANA/FAM-LBS DNA binding, fluorescence polarization;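 active = highest replicate inhibition at or above 60% at 9 µM, even if other replicates fall short; inactive = all replicates below 60% inhibition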;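 also: 0% = neutral control wells and 100% = 4 µM acridine orange control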
Keap1-Nrf2 PPI = disrupts human Keap1 binding to Nrf2 peptide | Keap1 Kelch-Nrf2 peptide fluorescence polarization, 1536-well | inhibition, % at 9.4 µM | 340,000 compounds, 0.15% hits; in the data active = inhibition above about 12%;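 also: human Keap1 Kelch domain with fluorescein labeled Nrf2 9mer peptide probe; 0% = neutral control wells and 100% = peptide positive control; higher means more block of Keap1 binding to Nrf2 peptide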
Target sequence (Q14145 whole entry, looked up, the tested form may be a part): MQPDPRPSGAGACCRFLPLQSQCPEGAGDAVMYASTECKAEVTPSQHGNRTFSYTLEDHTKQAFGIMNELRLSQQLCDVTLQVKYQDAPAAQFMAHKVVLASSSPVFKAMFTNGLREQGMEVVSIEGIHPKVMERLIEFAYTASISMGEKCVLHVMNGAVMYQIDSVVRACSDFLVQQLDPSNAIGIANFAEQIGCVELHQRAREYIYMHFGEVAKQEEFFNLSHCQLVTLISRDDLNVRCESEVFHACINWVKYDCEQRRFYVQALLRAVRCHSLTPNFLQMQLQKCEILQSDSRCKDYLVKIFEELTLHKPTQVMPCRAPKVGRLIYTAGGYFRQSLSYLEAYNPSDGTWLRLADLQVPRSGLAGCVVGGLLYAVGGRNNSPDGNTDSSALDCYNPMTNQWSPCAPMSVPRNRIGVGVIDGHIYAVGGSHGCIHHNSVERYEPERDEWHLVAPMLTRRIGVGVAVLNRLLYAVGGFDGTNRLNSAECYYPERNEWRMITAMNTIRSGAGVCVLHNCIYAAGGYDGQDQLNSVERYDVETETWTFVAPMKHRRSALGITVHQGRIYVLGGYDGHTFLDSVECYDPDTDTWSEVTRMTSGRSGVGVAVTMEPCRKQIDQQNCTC
Arr AP2 block = inhibitors of human beta-arrestin and AP2 interaction; FITC-arrestin peptide / GST-AP2 beads, flow cytometry; AP2 beta2 appendage carries R879A mutation; inhibition, % at 10 µM; 340,000 compounds, 0.31% hits; AID 504490;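 active = inhibition above a set limit, near 3 SD of compounds lacking own fluorescence, cut at about 54% in these data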;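 also: plate controls were DMSO wells for no effect and 5 µM unlabelled arrestin peptide for full effect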
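Measured by: flow cytometry, FL1 (488/535 nm); Material: AP2 appendage R879A on GSH beads; Evaluation: percent response; Timing: pre-incubation 12 min, peptide binding 1 h, room temperature; Also added: 50 nM FITC-arrestin peptide; Medium: PBS with 0.05% Tween 20 and 0.1% BSA.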
OPRM1-OPRD1 ag = OPRM1-OPRD1 heterodimerization agonism; P35372+P41143; cells, luminescence; activation, % at 9.3 µM; 340,000 compounds, 0.3% hits; in the data active = activation above about 18%;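 also: 0% = vehicle-treated cells and 100% = reference agonist; values of inactives mirror those of a sister screen read the other way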
Wnt bcat act = activates Wnt/beta-catenin signaling in a reporter cell assay; activator, plate reader; activation, % at 9.35 µM; 300,000 compounds, 1.2% hits; AID 743398; in the data active = activation above about 30%, passing the limit was not always enough;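 also: 0% = neutral control wells and 100% = positive control wells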
MOR-DOR inv ag = inverse agonist of human OPRM1-OPRD1 heterodimerization. P35372+P41143. cell-based MOR-DOR heterodimer luminescence, inverse agonism. inhibition, % at 9.3 µM. 340,000 compounds, 0.21% hits; in the data active = inhibition above about 22%, passing the limit was not always enough;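 also: 0% = cells with DMSO and 100% = wells without cells with DMSO; values of inactives mirror those of a sister screen read the other way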
DSG3 Ab inh = blocks pemphigus antibody binding to human desmoglein-3; AID 588358; P32926; binding (percent of control), % at 10 µM; 310,000 compounds, 0.48% hits; DSG3-coupled beads, scFv-anti-DSG3-GFP binding, flow cytometry; active compounds read low;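 active = binding more than 3 SD below its plate's average and above zero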;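 also: hits lower antibody fragment binding to DSG3; some compounds called inactive have numbers as strong as hits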
V-ATPase pH = regulators of yeast V-ATPase proton transport; 350,000 compounds, 0.37% hits; S. cerevisiae, pHLuorin cytosolic pH fluorescence; response, % at 10 µM; in the data active = response mostly above about 7.3%, no sharp cut-off; inactive = mostly below about 5.4%; also: actives read high; inactives centre near 0; some compounds called inactive have numbers as strong as hits; reference of the scale not given here
Active calls of the source: *; nt = not tested or not shown.

| SMILES | Cardiac RTF inh | cardiac RTF act | C-LANA FP | Keap1-Nrf2 PPI | Arr AP2 block | OPRM1-OPRD1 ag | Wnt bcat act | MOR-DOR inv ag | DSG3 Ab inh | V-ATPase pH |
| --- | --- | --- | --- | --- | --- | --- | --- | --- | --- | --- |
| CCS(=O)(=O)c1nc(S(=O)(=O)c2ccc(Cl)cc2)c(NCc2ccccn2)s1 | 0 | 1 | 0.9 | 1 | 20 | -1.5 | 0 | 8 | 103 | -1 |
| COc1ccc2c(=O)c(-c3ccccc3C)c(C)oc2c1 | 0 | -1 | 0.2 | -2 | 10 | -3.4 | -4 | 17 | 95 | -2 |
| Cc1csc2c(NC3CCN(Cc4ccccc4)CC3)ncnc12 | -11 | 2 | -2.1 | -5 | -7 | nt | -6 | nt | 108 | 11 |
| COc1ccc(CNc2ccccn2)c(O)c1 | -9 | 2 | -0.1 | -6 | -11 | -3.2 | 1 | 15 | 90 | 3 |
| O=C(CSc1nnnn1-c1cccc(O)c1)NC1CC1 | 0 | 0 | -0.2 | 3 | 4 | -4.0 | 0 | 13 | 106 | 1 |
| C=CCC[C@@H](Cc1ccc(F)cc1)C(=O)O[C@H](CNC(=O)[C@H](CC=C)CC(=O)N(CCO)Cc1ccccc1)c1ccccc1 | -9 | -4 | -1.6 | -1 | -8 | 2.3 | -17 | -13 | 104 | -1 |
| O=c1oc2ccccc2c(N2CCCCC2)c1CN1CCCC1 | -12 | -7 | -1.5 | -2 | 2 | -1.2 | nt | 6 | 101 | -1 |
| CC1=CCCC(C)(C)C1/C=C/C(C)=N/NC(=O)c1ccncc1 (centres undefined) | -12 | 0 | 2.0 | 0 | 18 | -0.5 | -3 | 3 | 108 | -2 |
| O=C(Oc1cc(=O)n2ccccc2n1)c1ccccc1 | 0 | -2 | 0.4 | -4 | -8 | 0.1 | -2 | -1 | 106 | 7 |
| COc1ccccc1CNC(=O)[C@H](C)NC(=O)C1CCN(C(=O)[C@@H]2CCCN2C(=O)OC(C)(C)C)CC1 | -5 | 9 | 6.5 | -2 | 0 | -1.4 | -2 | 7 | 98 | -2 |
| COc1ccc2c(c1OC)C(=O)N(c1cccc(C)c1)C2=O | 2 | -2 | 1.2 | -1 | -18 | -1.7 | 2 | 9 | 99 | 4 |
| Cc1cc(NC(=O)CCN2C(=O)C3C4CCC(C4)C3C2=O)c(C)cc1Br (centres undefined) | 0 | -4 | 0.5 | -1 | 27 | -2.5 | nt | 13 | 99 | -1 |
| CCN(CC(=O)Nc1ccc(NC(C)=O)cc1)C(=O)c1ccc(=O)n(C)n1 | -1 | -1 | 0.0 | 1 | -1 | -0.3 | -1 | 1 | 95 | -3 |
| COc1ccc(-c2nnnn2C)cc1S(=O)(=O)Nc1ccc(C)cc1C | -10 | 7 | -0.7 | -1 | 15 | 0.6 | -6 | -4 | 108 | 2 |
| Cc1noc(C)c1COC(=O)C1CC(O)CN1S(=O)(=O)c1ccc(Cl)cc1 (centres undefined) | -7 | 0 | -1.0 | -5 | -3 | -1.8 | 1 | 11 | nt | 8 |
| CCCCn1c(SCC(=O)NNC(=O)c2ccccc2)n[nH]c1=O | -6 | -2 | -2.1 | 0 | 5 | -4.2 | 1 | 17 | 97 | 2 |
| CCC1COCCS(=O)(=O)N1Cc1ccccc1F (centres undefined) | 13 | 5 | 0.7 | -3 | 5 | 0.0 | 0 | 0 | nt | 1 |
| FC(F)(F)c1cccc(Cc2noc(CN3C[C@@H]4CCC[C@H]3C4)n2)c1 | -7 | 3 | -1.5 | -5 | -25 | 0.8 | -1 | -4 | 104 | 1 |
| O=C(NCCNc1ccc([N+](=O)[O-])cc1Cl)c1ccccc1F | 1 | -5 | 3.3 | -1 | 4 | -2.8 | -2 | 14 | 118 | 1 |
| COC(=O)C1=C(C)N(C)C(=S)NC1c1cc(OC)ccc1OC (centres undefined) | -12 | 9 | -0.2 | -1 | -9 | 1.2 | 0 | -6 | 111 | -1 |
| CC(C)NC(=O)c1onc(CSc2ccccn2)c1C(=O)NC(C)C | -9 | -1 | 1.6 | 1 | 14 | -2.0 | -1 | 11 | 103 | 3 |
| COC(=O)c1c(NC(=O)C(=O)NCCCN2CCOCC2)sc2c1CCCC2 | -5 | 1 | -1.0 | 1 | 26 | 0.2 | -2 | -1 | nt | 2 |
| Cc1c(NP(=O)(c2ccc(Br)cc2)c2ccc(Br)cc2)c(=O)n(-c2ccccc2)n1C | -3 | 7 | 0.3 | 0 | 14 | -1.5 | -16 | 8 | 102 | 3 |
| Cn1cccc1C(=O)c1cccc([N+](=O)[O-])c1 | 2 | 8 | 0.4 | 7 | 14 | 0.0 | -1 | 0 | 101 | -2 |
| CN(c1ccccc1)S(=O)(=O)c1cc(C(=O)N2CCN(c3ncccn3)CC2)ccc1Cl | -6 | 1 | 0.2 | 2 | 14 | -0.6 | -1 | 2 | 106 | -2 |
| COc1ccccc1N1CCN(CC(=O)c2c[nH]c3ccccc23)CC1 | -6 | -4 | -1.3 | -3 | -7 | -2.3 | -1 | 12 | 100 | 2 |
| Cc1ccc(OCc2cc(C(=O)N(C)CCc3nc4ccccc4[nH]3)no2)cc1C | -4 | -1 | -5.3 | -4 | 18 | -0.4 | 1 | 2 | 100 | 7 |
| OC(COc1cccc2ccccc12)CN1CCN(c2cccc(Cl)c2)CC1 (centres undefined) | -9 | 0 | 0.8 | -2 | -14 | -0.6 | -2 | 3 | 126 | -6 |
| C=CCSc1nnc(NC(=O)C2CSC3(C)CCC(=O)N23)s1 (centres undefined) | -16 | 0 | -1.9 | -1 | 23 | -0.7 | 4 | 3 | 96 | 0 |
| [O-]/[N+](=C\c1ccc(F)cc1)c1ccccc1 | 8 | -5 | 1.5 | -1 | 4 | -1.5 | 5 | 8 | 81 | 2 |
| COc1cccc(-c2cc(C(=O)N/N=C/c3cccc(OC)c3OC)c3ccccc3n2)c1 | 3 | -4 | -2.5 | -2 | -6 | -1.1 | 0 | 6 | 111 | 4 |
| O=c1[nH][nH]c(-c2ccccc2)c1C=Nc1ccccc1Cl | 0 | -1 | 16 | -2 | 4 | -3.4 | 2 | 21 | nt | 6 |
| Cc1cc(N2CCN(S(=O)(=O)c3ccc4c(c3)OCCO4)CC2)n2ncnc2n1 | -6 | 5 | 0.6 | 1 | 8 | -2.7 | nt | 15 | nt | 0 |
| O=C(Nc1cccc(F)c1)NC1(C(=O)N2CCC(O)CC2)CCCCC1 | -19 | 0 | -0.3 | -1 | 26 | -3.0 | -3 | 16 | 97 | 2 |
| CCOC(=O)Nc1ccc2c3c(cccc13)-c1ccccc1-2 | 4 | 7 | -1.0 | 1 | 7 | -0.8 | 10 | 4 | 123 | -3 |
| COc1ccc(C(=O)C2CCCN(C(=O)c3cccc(N4CCCC4=O)c3)C2)cc1OC (centres undefined) | 7 | 0 | -0.7 | 1 | -5 | -1.9 | -1 | 10 | nt | 0 |
| O=[N+]([O-])c1cc([N+](=O)[O-])c2nonc2c1Nc1ccccc1O | 1 | 2 | 1.0 | 0 | 0 | -0.3 | 11 | 1 | 104 | -5 |
| CC(NC(=O)c1ccc(Cl)cc1)c1nnc(SCC(=O)NC2=NCCS2)n1C (centres undefined) | -6 | -1 | 1.1 | -8 | 10 | -3.5 | 1 | 18 | 107 | -6 |
| CSc1nnc(-c2ccc(S(=O)(=O)N3CCOCC3)cc2)n1C | 0 | -1 | -0.2 | 1 | 27 | -2.3 | 7 | 12 | 104 | 1 |
| CN1CCN(c2ccc(NC(=O)c3ccc4c(c3)OCO4)cc2)CC1 | 1 | 10 | 0.1 | -6 | 12 | -1.8 | nt | 10 | 101 | -4 |

Nine entries from above, with values under each structure.
Screens in order – Cardiac RTF inh	cardiac RTF act	C-LANA FP	Keap1-Nrf2 PPI	Arr AP2 block	OPRM1-OPRD1 ag	Wnt bcat act	MOR-DOR inv ag	DSG3 Ab inh	V-ATPase pH
> O=c1[nH][nH]c(-c2ccccc2)c1C=Nc1ccccc1Cl
→ 0	-1	16	-2	4	-3.4	2	21	nt	6
> Cc1cc(N2CCN(S(=O)(=O)c3ccc4c(c3)OCCO4)CC2)n2ncnc2n1
→ -6	5	0.6	1	8	-2.7	nt	15	nt	0
> O=C(Nc1cccc(F)c1)NC1(C(=O)N2CCC(O)CC2)CCCCC1
→ -19	0	-0.3	-1	26	-3.0	-3	16	97	2
> CCOC(=O)Nc1ccc2c3c(cccc13)-c1ccccc1-2
→ 4	7	-1.0	1	7	-0.8	10	4	123	-3
> COc1ccc(C(=O)C2CCCN(C(=O)c3cccc(N4CCCC4=O)c3)C2)cc1OC (centres undefined)
→ 7	0	-0.7	1	-5	-1.9	-1	10	nt	0
> O=[N+]([O-])c1cc([N+](=O)[O-])c2nonc2c1Nc1ccccc1O
→ 1	2	1.0	0	0	-0.3	11	1	104	-5
> CC(NC(=O)c1ccc(Cl)cc1)c1nnc(SCC(=O)NC2=NCCS2)n1C (centres undefined)
→ -6	-1	1.1	-8	10	-3.5	1	18	107	-6
> CSc1nnc(-c2ccc(S(=O)(=O)N3CCOCC3)cc2)n1C
→ 0	-1	-0.2	1	27	-2.3	7	12	104	1
> CN1CCN(c2ccc(NC(=O)c3ccc4c(c3)OCO4)cc2)CC1
→ 1	10	0.1	-6	12	-1.8	nt	10	101	-4

The list continues:
| SMILES | Cardiac RTF inh | cardiac RTF act | C-LANA FP | Keap1-Nrf2 PPI | Arr AP2 block | OPRM1-OPRD1 ag | Wnt bcat act | MOR-DOR inv ag | DSG3 Ab inh | V-ATPase pH |
| --- | --- | --- | --- | --- | --- | --- | --- | --- | --- | --- |
| Cc1ccc(S(=O)(=O)Cc2cccc(C(=O)N3CCOCC3)c2)cc1 | -2 | -2 | -0.2 | -7 | 10 | -1.0 | nt | 5 | 118 | -2 |
| COc1ccc(C(=O)CN2C(=O)c3ccccc3C2=O)c(OC)c1 | -1 | -3 | 1.1 | -5 | 17 | -1.3 | 13 | 7 | nt | 0 |
| Cc1nc(C)c(-c2csc(NCCc3ccccc3)n2)s1 | -5 | 8 | -0.1 | -1 | -11 | 4.3 | 11 | -23 | 78 | 5 |
| CN(CC(=O)Nc1ccc2c(c1)OCO2)S(=O)(=O)c1ccc2c(c1)CCC(=O)N2 | -7 | 5 | 1.3 | -5 | 2 | -1.1 | 3 | 6 | 86 | -2 |
| O=c1c(/C=N/O)c(Nc2ccccc2)nc2ccccn12 | 9 | 0 | -1.0 | -2 | -1 | -1.9 | -1 | 10 | 102 | 1 |
| CN(C)c1nc(NC(C)(C)C)nc(NC(C)(C)C)n1 | 8 | -2 | -0.6 | -1 | 0 | -4.1 | -2 | 20 | 117 | 0 |
| CCn1c(SCC(=O)NNC(=O)c2ccc(C)cc2)nnc1C1CC1 | -9 | 0 | 0.8 | -1 | 7 | -0.5 | -1 | 3 | 107 | -1 |
| CC(C)c1ccc(NC(=O)CSc2nc(=O)n(CCCN3CCOCC3)c3c2CCC3)cc1 | 1 | -9 | -0.2 | -1 | 0 | 0.1 | -2 | -1 | 102 | -1 |

Assay outcomes (PubChem)
